TDP1 cell CPT = growth inhibition of DT40 Tdp1-/-;hTDP1 cells with camptothecin (screen for TDP1 inhibitors). chicken DT40 Tdp1-/-;hTDP1 cells + 20 nM CPT, ATP luminescence, 48 h. Potency, µM (highest dose often 46.2 µM), for inactives: at the top dose activity change, negative = growth inhibition, most hits filed as inhibitors. hit rate 12% among 420,000; note: nearly all actives have a fitted effect of over 55% in size
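Cell growth measured by CellTiter-Glo luminescence after a minimum 48 h, 37 C compound exposure with 20 nM CPT in Tdp1-knockout DT40 cells stably expressing hTDP1, seeded 400/well; qHTS titration format.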
N370S GC = inhibits or activates N370S mutant glucocerebrosidase; P04062; N370S GC spleen homogenate, 4MU-glucoside fluorescence; Potency, µM (titrated, usually from 59.4 µM), for inactives: at the top dose activity change, negative = inhibition, usual class: inhibitors; hit rate 0.092% among 330,000;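 note: 0% = full enzyme activity and -100% = no enzyme basal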
FEN1 inhibitor = inhibitors of human flap endonuclease 1; P39748; Recombinant FEN1 flap cleavage, fluorescence, 15 min; Potency, µM (highest dose often 114 µM), inactives show at the highest dose activity change, negative = inhibition, usual class: inhibitors; hit rate 0.35% among 390,000; AID 588795; note: nearly all actives have a fitted effect of over 65% in size
Target sequence (P39748 whole entry, looked up): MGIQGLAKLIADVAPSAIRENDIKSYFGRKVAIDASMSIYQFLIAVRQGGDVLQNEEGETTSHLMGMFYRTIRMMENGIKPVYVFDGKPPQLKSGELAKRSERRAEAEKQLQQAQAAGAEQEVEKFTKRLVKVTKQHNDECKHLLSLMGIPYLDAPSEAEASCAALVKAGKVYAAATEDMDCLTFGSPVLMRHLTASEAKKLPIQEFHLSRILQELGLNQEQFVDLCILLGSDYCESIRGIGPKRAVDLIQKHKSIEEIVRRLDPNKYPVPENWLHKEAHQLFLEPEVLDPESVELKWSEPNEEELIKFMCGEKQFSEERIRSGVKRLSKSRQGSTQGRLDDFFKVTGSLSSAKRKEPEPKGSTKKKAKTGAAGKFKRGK
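In this screen, 50 nM flap DNA substrate was added to 10 nM FEN1 pretreated with compound for 15 min at room temperature; cleavage was followed with reads at 0 and 15 min, and Hill fitting gave concentration–response parameters.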
An asterisk follows results filed as active; ? = inconclusive; . = no result given; & = joins results of further samples; [ ] = remark or other dose. Calls come from the whole dose curve; as a rule, active = well fitted curve in the direction sought with a large enough effect; inconclusive = small, poorly fitted or top-dose-only effect, or another doubt; inactive = no such curve, though single readings can be large; an effect the other way counts as inactive or inconclusive. Unless noted, % is set by controls: 0 for no effect and ±100 for the full control effect; potency is the fitted concentration of half-maximal effect.

Values run as follows: N370S GC | TDP1 cell CPT | FEN1 inhibitor
Cc1ccc(S(=O)(=O)N(CC(=O)N2CCc3ccccc3C2)c2cccc(Cl)c2)cc1
    12% | ? | 1%
CCCCOc1ccc(/C=C/C2=CC(C)(C)NC(=S)N2)cc1OCC
    -4% | ? | 7%
CC(=O)Nc1ccc(S(=O)(=O)NCCC(=O)N2CCN(c3ccccc3Cl)CC2)cc1
    . | 21µM* | -15%
Nc1nc(N2CCN(c3ccccn3)CC2)nc2ccccc12
    4% | -27% | -24%
Cn1ccnc1C(=O)c1ccc(S(=O)(=O)N2CCCC2)cc1
    10% | -6% | -10%
Cc1cc(C)c(C)c(S(=O)(=O)N2CCN(C)CC2)c1C
    1% | -26% | 14%
C=CCOc1ccc(/C=C/C(=O)OCC(=O)NNC(=O)c2ccccc2F)cc1
    . | -15% | -3%
N#Cc1cc(-c2ccccc2)oc1NC(=O)c1ccccc1
    0% | -21% | 16%
COc1cccc(NC(=O)Cc2ccccc2)c1
    1% | -24% | -4%
CCOC(=O)c1ccc(OCC2c3cc(OC)c(OC)cc3CCN2C(=O)c2ccc(S(=O)(=O)N3CCCC3)cc2)cc1 (stereo unspecified)
    . | ? | 12%
COc1ccc(CC(=O)Nc2ccc(N3CCOCC3)cc2)cc1S(=O)(=O)N1CCOCC1
    8% | 3% | -7%
CC(=O)C1=C(O)C(=O)N(c2ccc(Br)cn2)C1c1ccccc1[N+](=O)[O-] (stereo unspecified)
    -7% | -10% | 14%
CCSCc1nc(N)nc(NCCc2ccccc2)n1
    -17% | -7% | 25%
Cn1c(=O)c2c(SCC(=O)N3CCOCC3)nc(C3CC3)nc2n(C)c1=O
    -3% | 0% | 19%
CC1CCC2(CC1)NC(=O)N(CC(=O)c1cn(CCC#N)c3ccccc13)C2=O (stereo unspecified)
    4% | -11% | -6%
COc1ccc(C)cc1NC(=S)N1CCN(c2ccccn2)CC1
    11% | 10% | -10%
Cn1c(N)c(C(=O)COC(=O)COc2ccc(Cl)cc2)c(=O)n(C)c1=O
    . | 4% | 0%
O=C1C2C3C=CC(CO)(O3)C2C(=O)N1c1ccccc1-c1ccccc1 (stereo unspecified)
    0%[2.35 µM] | 2.6µM* | 0%
O=C(CSc1nc(Nc2ccccc2)nc(N2CCOCC2)n1)Nc1ccc(Br)cc1F
    -5% | ? | 2%
COc1ccc(C#Cc2c(-c3ccsc3)oc3ccc(-c4cc(OC)c(OC)c(OC)c4)cc23)cc1
    . | -9% | -3%
S=C(c1ccc2c(c1)OCO2)N1CCCC1
    5% | -8% | -10%
O=C(NC(NC1CCS(=O)(=O)C1)C(=O)c1ccccc1)c1ccc(Cl)cc1 (stereo unspecified)
    8% | -16% | 6%
Cc1c(CNC(C)c2ccccc2)c(C(=O)O)c(C)n1Cc1c(F)cccc1Cl (stereo unspecified)
    . | ? | -11%
N#CCCn1cc(/C=N/O)c(-c2ccc(-c3ccccc3)cc2)n1
    6%[2.35 µM] | 23µM* | -1%
CCn1c(SCC(=O)Nc2ccc(Cl)cc2)nnc1C1CC1
    10% | -15% | 21%
CN(C(=O)CN1C(=O)c2ccccc2S1(=O)=O)c1ccccc1C(=O)O
    -9% | -5% | 0%
COc1cccc(C2NC(=O)c3ccccc3O2)c1OC (stereo unspecified)
    0% | -10% | -1%
CN(C)S(=O)(=O)c1cc(NC(=O)CN2CCN(c3ccccc3)CC2)ccc1Cl
    -4% | ? | -17%
Cc1ccc(C(=O)C(C)OC(=O)CN2C(=O)NC3(CCCC3)C2=O)cc1C (stereo unspecified)
    -2% | -1% | 0%
COc1ccc([C@@H]2[C@@H]3C(=O)N(C(C)(C)C)C(=O)[C@@H]3[C@]3(Cc4ccccc4)C(=O)N(c4cccc(Br)c4)C(=O)N23)cc1
    -3% | 4% | -8%

An excerpt from above in order of count of non-hydrogen atoms, lowest first.
Values run as follows: N370S GC | TDP1 cell CPT | FEN1 inhibitor
S=C(c1ccc2c(c1)OCO2)N1CCCC1
    5% | -8% | -10%
COc1cccc(NC(=O)Cc2ccccc2)c1
    1% | -24% | -4%
Cc1cc(C)c(C)c(S(=O)(=O)N2CCN(C)CC2)c1C
    1% | -26% | 14%
COc1cccc(C2NC(=O)c3ccccc3O2)c1OC (stereo unspecified)
    0% | -10% | -1%
CCn1c(SCC(=O)Nc2ccc(Cl)cc2)nnc1C1CC1
    10% | -15% | 21%
Nc1nc(N2CCN(c3ccccn3)CC2)nc2ccccc12
    4% | -27% | -24%
N#CCCn1cc(/C=N/O)c(-c2ccc(-c3ccccc3)cc2)n1
    6%[2.35 µM] | 23µM* | -1%
CCCCOc1ccc(/C=C/C2=CC(C)(C)NC(=S)N2)cc1OCC
    -4% | ? | 7%
CC(=O)C1=C(O)C(=O)N(c2ccc(Br)cn2)C1c1ccccc1[N+](=O)[O-] (stereo unspecified)
    -7% | -10% | 14%
Cn1c(=O)c2c(SCC(=O)N3CCOCC3)nc(C3CC3)nc2n(C)c1=O
    -3% | 0% | 19%
CN(C)S(=O)(=O)c1cc(NC(=O)CN2CCN(c3ccccc3)CC2)ccc1Cl
    -4% | ? | -17%
CC(=O)Nc1ccc(S(=O)(=O)NCCC(=O)N2CCN(c3ccccc3Cl)CC2)cc1
    . | 21µM* | -15%
O=C(CSc1nc(Nc2ccccc2)nc(N2CCOCC2)n1)Nc1ccc(Br)cc1F
    -5% | ? | 2%
COc1ccc(CC(=O)Nc2ccc(N3CCOCC3)cc2)cc1S(=O)(=O)N1CCOCC1
    8% | 3% | -7%
COc1ccc(C#Cc2c(-c3ccsc3)oc3ccc(-c4cc(OC)c(OC)c(OC)c4)cc23)cc1
    . | -9% | -3%
COc1ccc([C@@H]2[C@@H]3C(=O)N(C(C)(C)C)C(=O)[C@@H]3[C@]3(Cc4ccccc4)C(=O)N(c4cccc(Br)c4)C(=O)N23)cc1
    -3% | 4% | -8%
CCOC(=O)c1ccc(OCC2c3cc(OC)c(OC)cc3CCN2C(=O)c2ccc(S(=O)(=O)N3CCCC3)cc2)cc1 (stereo unspecified)
    . | ? | 12%

Further entries:
Values run as follows: N370S GC | TDP1 cell CPT | FEN1 inhibitor
S=C(c1ccc(-c2ccc(Cl)c(Cl)c2)o1)N1CCOCC1
    -22% | ? | -4%
COc1cc(OC)cc(-c2nc3ccccc3c(=O)o2)c1
    1% | 7% | -1%
CCN1CCN(S(=O)(=O)c2ccc(Cl)c(C(=O)Nc3nnc(C)s3)c2)CC1
    -2% | 19% | -13%
O=C(NOCc1ccccc1)OCc1ccccc1
    . | 4% | 14%
CCn1c(SCC(=O)Nc2nc(-c3ccccc3)cs2)nnc1-c1ccccc1O
    -4% | ? | -14%
Cc1nnc(SC(C)C#N)n1-c1ccccc1 (stereo unspecified)
    1% | 1% | -5%
COc1ccc(S(=O)(=O)c2c(Nc3ccc(F)cc3)sc(C(=O)c3ccc4c(c3)OCO4)c2N)cc1
    . | -12% | 18%
COCCn1nnnc1C(C(C)C)N(Cc1cccnc1)Cc1ccccc1Cl (stereo unspecified)
    -4% | ? | -4%
CCCC[C@@H]1C=C(C(=O)O)[C@H](c2ccc(Br)cc2)N1S(=O)(=O)c1ccc(C)cc1
    . | 13% | 2%
COc1ccc2c(Cl)c(C(=O)NCCCn3ccnc3)sc2c1
    3% | -20% | -9%
Cc1cccc(C)c1NC(=O)COc1ccccc1C(=O)Nc1ccc(Br)cn1
    ? | 7% | -5%
CCN(C(=O)c1ccco1)c1nc(CC(=O)Nc2ccc(Cl)cc2)cs1
    17% | ? | -1%
CCn1c2ccccc2c2cc(N)ccc21
    -4% | 26µM* | -5%
CCOC(=O)C(NC(=O)CC)(Nc1nc2c(s1)CCCC2)C(F)(F)F (stereo unspecified)
    3% | ? | 4%
CC(NC(=O)CSc1nc(-c2ccccc2F)nc2cc(=O)[nH]n12)c1nc2ccccc2n1C (stereo unspecified)
    . | -13% | -1%
Cc1cccc(-c2nn(-c3ccccc3)cc2C(=O)Nc2cccc(S(=O)(=O)NC3=NCCC3)c2)c1
    ? | ? | -16%
Cc1c(O)c(S(=O)c2ccccc2)c(=O)n(-c2ccccc2)c1-c1ccccc1 (stereo unspecified)
    11% | ? | -3%
Cc1cccc(NC(=O)Cn2nnc(C(=O)NCc3cccs3)c2N)c1C
    -2% | 0% | 1%
CNCc1ccccc1OCc1ccc(F)cc1
    0% | ? | -3%
Cc1ccc(S(=O)(=O)N2CCCCC2)cc1C(=O)OCC(=O)NC(=O)NC12CC3CC(CC(C3)C1)C2
    1% | 0% | 9%
CCCS(=O)(=O)N1CCC(C(=O)NCCCN(C)Cc2ccccc2)CC1
    7% | -8% | 6%
O=C(Nc1cccc(S(=O)(=O)N2CCCC2)c1)c1ccc2c(c1)OCO2
    -8% | ? | 5%
COC(=O)C1C(=O)C2=C(CC1C)NC(C)=C(C(=O)OC(C)C)C2c1ccc(OC)c(O)c1 (stereo unspecified)
    1% | -9% | -4%
CSc1ccccc1NC(=O)CCn1c(=O)oc2ccccc21
    -8% | 3% | -6%
CCN(CC)c1nc(SCC(=O)O)nc(N(CC)CC)n1
    5% | -2% | 24%
Cc1onc(-c2ccccc2)c1C(=O)O/N=C(\N)c1ccc([N+](=O)[O-])o1
    1% | 16µM* | 5%
COc1ccc(/C=N/NC(=O)c2ccc[nH]2)cc1
    -5% | -14% | 13%
COc1ccc(S(=O)(=O)N2CCC(C(=O)Nc3cccc(Cl)c3)CC2)cc1OC
    -1% | -25% | -5%
COc1cccc(NC(=O)c2cccs2)c1
    -25% | -17% | -9%
CC(C)CN1CCN(Cc2ccc(C#CC(C)(C)O)cc2)CC1CCO (stereo unspecified)
    -16% | -2% | 10%

Fetched by compound from above (4):
Values run as follows: N370S GC | TDP1 cell CPT | FEN1 inhibitor
COc1ccc(/C=N/NC(=O)c2ccc[nH]2)cc1
    -5% | -14% | 13%
CC(C)CN1CCN(Cc2ccc(C#CC(C)(C)O)cc2)CC1CCO (stereo unspecified)
    -16% | -2% | 10%
CCOC(=O)C(NC(=O)CC)(Nc1nc2c(s1)CCCC2)C(F)(F)F (stereo unspecified)
    3% | ? | 4%
COc1ccc(S(=O)(=O)N2CCC(C(=O)Nc3cccc(Cl)c3)CC2)cc1OC
    -1% | -25% | -5%

Further entries follow:
Values run as follows: N370S GC | TDP1 cell CPT | FEN1 inhibitor
Cc1cc(C)n2cc(COc3ccccc3)nc2n1
    10% | -8% | 3%
COc1ccccc1N1CCN(C(=O)c2oc3cc(C)cc(C)c3c2C)CC1
    3% | ? | -19%
CCCNC(=O)[C@H](C)NC(=O)c1ccc(Br)cc1
    2% | 4% | 22%
COC(=O)c1ccc(NC(=O)CCCN2C(=O)NC(C)(C)C2=O)cc1
    -5% | -13% | 12%
CCN(C(=O)COC(=O)CNS(=O)(=O)c1ccc(SC)c([N+](=O)[O-])c1)C1CCCCC1
    -4% | -28% | -3%
O=C(CN1CCN(CC(=O)Nc2ccccc2Cl)CC1)Nc1ccc2c(c1)OCCO2
    -2% | ? | -1%
COc1cc(C(=O)OCC(C)=O)ccc1OCc1c(C)noc1C
    6% | ? | 0%
CC(=O)Oc1c(C(C)C)cc(N(C(C)=O)c2ccccc2)cc1C(C)C
    . | -7% | -5%
Cc1cccc(C(=O)NCC(=O)OCC(=O)N(C)CC(=O)Nc2ccc(F)cc2)c1
    0% | -22% | 0%
O=C(c1cccc(F)c1)N1CCC[C@@]2(CCN(c3cccc(-c4ccccc4)c3)C2)C1
    2% | 21µM* | .
O=C1CCNCCN1[C@H](CO)Cc1ccccc1
    4% | ? | -11%&4%
O=c1cc(CSc2n[nH]c(-c3ccccc3)n2)[nH]c2ccccc12
    . | 26µM* | 7%
Cc1cccc(OCCn2c(CCNC(=O)C3CCCCC3)nc3ccccc32)c1
    . | ? | -23%
Clc1ccccc1-c1nccc(NCc2cccs2)n1
    -9% | ? | .
CN(C)S(=O)(=O)c1cccc(NC(=O)CN2C(=O)NC3(CCc4ccccc4C3)C2=O)c1 (stereo unspecified)
    -1% | -22% | 1%
Cc1ccc(C)c(OCc2cc(C(=O)N(C)Cc3ccccn3)no2)c1
    0% | -21% | -5%
CCOC(=O)c1ccc(COC(=O)CNC(=O)CNC(=O)Cc2ccccc2)cc1
    -3% | 22% | 8%
Cc1ccc(-n2ncc3c(=O)n(-c4ccc(C)c(C)c4)c(-c4ccco4)nc32)cc1
    21% | 18µM* | -8%
Cc1c(C(=O)Nc2ccc(Br)cc2F)oc2ccc(S(=O)(=O)N3CCC4(CC3)OCCO4)cc12
    . | -16% | -5%

High-throughput results deposited in PubChem by National Center for Advancing Translational Sciences (NCATS).

The list is partial; the hit share may differ from the screen's.
